TcdB inh: TcdB glycohydrolase inhibitors, primary screen, biochemical, single point, plate reader | Toxin B (Clostridioides difficile), P18177 | TcdB glycohydrolase enzymatic assay | inhibition, % at 9.99 µM | actives 0.24% (n = 350,000) | AID 652162, 2013; in the data active = inhibition above about 10%
BioA inh: M. tuberculosis BioA enzyme inhibitors, primary screen, biochemical, plate reader, single point, HTS; 7,8-diaminopelargonic acid synthase BioA (Mycobacterium tuberculosis); purified M. tuberculosis BioA enzyme; inhibition, % at 9.99 µM; actives 0.096% (n = 360,000); in the data active = inhibition above about 40%
Active calls of the source: *.

Order of values – TcdB inh	BioA inh
- C[C@H](CO)N1C[C@H](C)[C@H](CN(C)S(=O)(=O)c2ccccc2)Oc2c(NC(=O)c3ccc(-c4nccs4)cc3)cccc2C1=O
→ -4.9	-0.1
- COc1ccccc1CNC(=O)C[C@@H]1C[C@H]2c3cc(NC(=O)c4ccc5c(c4)OCO5)ccc3O[C@H]2[C@H](CO)O1
→ -1.6	0.4
- COc1ccc(NC(=O)N(C)C[C@@H]2OCCCC[C@H](C)Oc3ccc(NS(=O)(=O)c4cn(C)cn4)cc3C(=O)N([C@H](C)CO)C[C@H]2C)cc1
→ -1.1	-0.7
- CC(=O)N(C)C[C@@H]1Oc2cc(C#Cc3ccccn3)ccc2S(=O)(=O)N([C@@H](C)CO)C[C@@H]1C
→ 0.4	1.8
- CO[C@H](CN(C)Cc1ccc2c(c1)OCO2)[C@@H](C)CN(C(=O)c1ccccc1)[C@@H](C)CO
→ 0.3	-2.2
- CCCNC(=O)N(C)C[C@@H]1Oc2cc(-c3ccc(C)cc3)ccc2S(=O)(=O)N([C@@H](C)CO)C[C@H]1C
→ 0.6	0.8
- O=C(C[C@@H]1C=C[C@H](NC(=O)Nc2ccc3c(c2)OCO3)[C@H](CO)O1)NCc1ccc(F)cc1
→ 0.5	-2.1
- C[C@@H]1CN([C@@H](C)CO)C(=O)Cc2cc(NC(=O)Nc3ccc4c(c3)OCO4)ccc2O[C@@H]1CN(C)Cc1ccc(Cl)c(Cl)c1
→ 0.0	1.6
- COc1ccc(S(=O)(=O)N(C)C[C@@H]2OCCCC[C@H](C)Oc3ccc(NC(=O)c4ccccc4)cc3C(=O)N([C@H](C)CO)C[C@H]2C)cc1
→ -1.0	-1.8
- Cc1ccccc1S(=O)(=O)N[C@H]1CC[C@H](CCn2cc(-c3ccccc3)nn2)O[C@@H]1CO
→ -15	-2.3
- O=C(C[C@@H]1CC[C@H]2[C@@H](COC[C@H](O)CN2C(=O)c2ccccc2F)O1)N1CCCCC1
→ 0.1	-2.5
- O=C(C[C@@H]1C=C[C@@H](NS(=O)(=O)c2ccc(F)cc2)[C@H](CO)O1)NCCc1ccncc1
→ -0.4	-1.6
- C[C@@H]1CCCCO[C@H](CN(C)S(=O)(=O)c2cn(C)cn2)[C@H](C)CN([C@H](C)CO)C(=O)c2cc(NS(C)(=O)=O)ccc2O1
→ -3.7	-7.4
- O=C(C[C@H]1C[C@H]2c3cc(NC(=O)c4ccc5c(c4)OCO5)ccc3O[C@H]2[C@H](CO)O1)NCc1ccccn1
→ 0.6	-0.4
- CCCNC(=O)C[C@@H]1CC[C@H]2[C@@H](COc3ccc(NS(=O)(=O)CC)cc3C(=O)N2C)O1
→ -0.2	2.3
- C[C@H](CO)N1C[C@H](C)[C@H](CN(C)Cc2ccncc2)Oc2c(NC(=O)NC3CCCCC3)cccc2C1=O
→ -2.1	-2.3
- O=C(Nc1ccc2c(c1)[C@H]1C[C@@H](CC(=O)N3CCc4ccccc4C3)O[C@@H](CO)[C@H]1O2)Nc1ccccc1F
→ -5.7	0.3
- COc1ccc(NC(=O)N(C)C[C@H]2Oc3c(NS(=O)(=O)c4c(C)noc4C)cccc3C(=O)N([C@H](C)CO)C[C@H]2C)cc1
→ 0.9	-0.5
- C[C@@H]1CN([C@@H](C)CO)C(=O)c2ccccc2-c2ccccc2CO[C@@H]1CN(C)S(=O)(=O)c1ccccc1F
→ 0.9	3.7
- COc1ccc(C(=O)N2C[C@@H]3[C@H](c4ccccc42)[C@@H](CO)N3C(=O)Cc2ccccn2)cc1
→ 0.2	-8.7
- Cc1ccc(S(=O)(=O)N(C)C[C@@H]2OCCCC[C@H](C)Oc3ccc(NC(=O)Nc4ccc5c(c4)OCO5)cc3C(=O)N([C@H](C)CO)C[C@H]2C)cc1
→ -0.4	-2.5
- C[C@@H]1CN([C@@H](C)CO)C(=O)c2cc(C#Cc3ccc(F)cc3)cnc2O[C@H]1CN(C)S(C)(=O)=O
→ 1.4	-2.1
- O=S(=O)(N[C@@H]1CC[C@H](CCn2cc(-c3cccnc3)nn2)O[C@@H]1CO)c1ccc(Cl)cc1
→ -0.9	6.9
- O=C(NCC[C@H]1CC[C@H](NC(=O)c2cnccn2)[C@@H](CO)O1)c1ccc2c(c1)OCO2
→ 0.0	4.3
- COc1ccc(NC(=O)N(C)C[C@@H]2Oc3ccc(NC(=O)NC4CCCCC4)cc3C(=O)N([C@H](C)CO)C[C@H]2C)cc1
→ 0.7	0.6
- CCC(=O)N1[C@@H]2c3cccc(=O)n3C[C@H]1[C@H](CO)[C@H]2C(=O)N1CCc2ccccc2C1
→ -0.1	1.2
- CC(C)CC#Cc1ccc2c(c1)O[C@@H](CN(C)C(=O)Nc1ccccc1F)[C@@H](C)CN([C@@H](C)CO)S2(=O)=O
→ 1.9	-1.0
- Cc1ccc(S(=O)(=O)Nc2cccc3c2O[C@@H](CN(C)Cc2ccccc2)[C@@H](C)CN([C@H](C)CO)C3=O)cc1
→ -0.2	2.8
- CCC(=O)Nc1ccc2c(c1)C(=O)N(C)[C@@H]1CC[C@@H](CC(=O)N[C@H](C)c3ccccc3)O[C@H]1CO2
→ -0.2	0.0
- O=C(C[C@H]1CC[C@@H]2[C@H](COC[C@H](O)CN2C(=O)c2ccccc2F)O1)NCc1ccc(Cl)cc1
→ 0.7	0.2

Five neighbouring records already listed:
Order of values – TcdB inh	BioA inh
- C[C@H](CO)N1C[C@H](C)[C@H](CN(C)S(=O)(=O)c2ccccc2)Oc2c(NC(=O)c3ccc(-c4nccs4)cc3)cccc2C1=O
→ -4.9	-0.1
- COc1ccccc1CNC(=O)C[C@@H]1C[C@H]2c3cc(NC(=O)c4ccc5c(c4)OCO5)ccc3O[C@H]2[C@H](CO)O1
→ -1.6	0.4
- COc1ccc(NC(=O)N(C)C[C@@H]2OCCCC[C@H](C)Oc3ccc(NS(=O)(=O)c4cn(C)cn4)cc3C(=O)N([C@H](C)CO)C[C@H]2C)cc1
→ -1.1	-0.7
- CC(=O)N(C)C[C@@H]1Oc2cc(C#Cc3ccccn3)ccc2S(=O)(=O)N([C@@H](C)CO)C[C@@H]1C
→ 0.4	1.8
- CO[C@H](CN(C)Cc1ccc2c(c1)OCO2)[C@@H](C)CN(C(=O)c1ccccc1)[C@@H](C)CO
→ 0.3	-2.2

The results go on:
Order of values – TcdB inh	BioA inh
- O=C1CS(=O)(=O)C(c2ccccc2)N1c1cccc(Cl)c1 (centres undefined)
→ 1.1	-1.3
- CC(C)NC(=O)Nc1cccc2c1O[C@H](CN(C)C(=O)Nc1ccccc1)[C@@H](C)CN([C@@H](C)CO)C2=O
→ 0.8	0.0
- C[C@H](CO)N1C[C@H](C)[C@H](CN(C)S(C)(=O)=O)Oc2cc(C#Cc3ccc(F)cc3)ccc2S1(=O)=O
→ 1.2	2.4
- CC(C)NC(=O)Nc1ccc2c(c1)C(=O)N([C@H](C)CO)C[C@@H](C)[C@@H](CN(C)S(=O)(=O)c1ccccc1)OCCCC[C@@H](C)O2
→ 0.6	-0.8
- COc1ccc(C#Cc2ccc3c(c2)[C@@H]2[C@@H](CCN2S(=O)(=O)C2=NC(C)C=N2)[C@H](CO)N3C)cc1 (some centres undefined)
→ 0.0	4.6
- Cc1ccc(S(=O)(=O)NCC[C@@H]2CC[C@H](NC(=O)c3cnccn3)[C@H](CO)O2)cc1
→ -1.9	3.0
- C[C@@H]1CN([C@H](C)CO)C(=O)c2cc(-c3ccccc3F)cnc2O[C@@H]1CN(C)C(=O)CN(C)C
→ 0.0	-3.1
- CS(=O)(=O)N1[C@@H](C#N)[C@H](c2ccc(C#CC3CCCC3)cc2)[C@@H]1CO
→ 1.2	20
- COC(=O)C[C@@H]1C[C@@H]2c3cc(NC(=O)c4ccc5c(c4)OCO5)ccc3O[C@@H]2[C@H](CO)O1
→ 5.1	-0.4
- Cc1ccc(S(=O)(=O)N(C)C[C@@H]2OCCCC[C@H](C)Oc3ccc(NC(=O)c4ccncc4)cc3C(=O)N([C@@H](C)CO)C[C@H]2C)cc1
→ 0.3	-1.1
- COc1ccc(S(=O)(=O)Nc2ccc3c(c2)C(=O)N([C@@H](C)CO)C[C@@H](C)[C@H](CN(C)C(=O)Nc2c(C)noc2C)OCCCC[C@H](C)O3)cc1
→ 1.9	1.5
- O=C(C[C@@H]1C=C[C@@H](NS(=O)(=O)c2ccc(F)cc2)[C@H](CO)O1)N1CCC(Cc2ccccc2)CC1
→ -0.4	4.2
- COc1ccccc1S(=O)(=O)N[C@H]1CC[C@H](CCn2cc(C3CC3)nn2)O[C@H]1CO
→ 0.1	-2.0
- CO[C@@H]1CN(C)C(=O)c2ccc(NC(=O)c3ccc4c(c3)OCO4)cc2OC[C@H](C)N(CCC(F)(F)F)C[C@H]1C
→ -0.2	0.7
- COc1ccc(NC(=O)Nc2ccc3c(c2)CC(=O)N([C@@H](C)CO)C[C@@H](C)[C@H](CN(C)CC2CCCCC2)O3)cc1
→ 0.6	-0.4
- C[C@@H]1CN([C@@H](C)CO)C(=O)c2cc(NC(=O)Nc3ccc4c(c3)OCO4)ccc2O[C@H]1CN(C)C(=O)Nc1cccc2ccccc12
→ -0.5	-0.1
- C[C@H](CO)N1C[C@H](C)[C@H](CN(C)Cc2ccc(-c3ccccc3)cc2)Oc2ccc(NC(=O)Nc3ccc(F)cc3)cc2C1=O
→ 0.2	-3.3
- CCC(=O)N1[C@@H]2c3ccc(-c4ccc(F)cc4)c(=O)n3C[C@@H]2[C@@H](CO)[C@@H]1C(=O)N(C)C
→ -0.9	0.1
- COc1ccc(S(=O)(=O)Nc2ccc3c(c2)C(=O)N([C@H](C)CO)C[C@@H](C)[C@H](CN(C)C(=O)C2CCCCC2)OCCCC[C@@H](C)O3)cc1
→ -0.7	1.5
- COc1ccc(NC(=O)Nc2ccc3c(c2)C(=O)N([C@@H](C)CO)C[C@H](C)[C@@H](CN(C)Cc2ccccc2)OCCCC[C@H](C)O3)cc1
→ -0.2	0.6
- COc1ccc(S(=O)(=O)Nc2ccc3c(c2)C(=O)N([C@@H](C)CO)C[C@@H](C)[C@@H](CN(C)S(=O)(=O)c2ccc(C)cc2)OCCCC[C@H](C)O3)cc1
→ -0.8	-2.2
- C[C@H](CO)N1C[C@H](C)[C@H](CN(C)S(=O)(=O)c2cccs2)Oc2ccc(NS(=O)(=O)c3cn(C)cn3)cc2C1=O
→ -0.4	-1.0
- COc1ccc(S(=O)(=O)N(C)C[C@H]2Oc3ccc(NC(=O)CCCN(C)C)cc3C(=O)N([C@@H](C)CO)C[C@@H]2C)cc1
→ 0.0	-1.1
- C[C@H]1CN([C@@H](C)CO)S(=O)(=O)c2ccc(-c3cccc(C#N)c3)cc2O[C@@H]1CN(C)C(=O)C1CC1
→ -1.2	1.1
- O=C(O)[C@H]1[C@H](CO)[C@H]2Cn3c(ccc(-c4cccnc4)c3=O)[C@@H]1N2C(=O)Nc1cc(F)ccc1F
→ 0.7	-3.2
- O=C(NCC[C@@H]1CC[C@H](NC(=O)C2CCCC2)[C@@H](CO)O1)Nc1ccc(Cl)cc1
→ -1.1	-1.1
- CO[C@H]1CN(C)C(=O)c2ccc(NC(=O)C3CCC3)cc2OC[C@@H](C)NC[C@H]1C
→ 0.3	0.5
- C[C@@H]1CN([C@H](C)CO)C(=O)c2cccc(NC(=O)C3CCOCC3)c2O[C@H]1CN(C)Cc1ccc(Oc2ccccc2)cc1
→ -5.8	-2.0
- C[C@@H]1CN([C@H](C)CO)C(=O)c2cc(-c3cccc(C#N)c3)cnc2O[C@H]1CN(C)C(=O)c1ccccn1
→ 0.4	5.3
- CCCN1C[C@@H](C)[C@@H](OC)CN(C)C(=O)c2cc(NC(=O)c3ccccc3)ccc2OC[C@H]1C
→ 0.2	0.1
- C[C@H](CO)N1C[C@H](C)[C@@H](CN(C)C(=O)CCCN(C)C)OCCCC[C@H](C)Oc2ccc(NS(=O)(=O)c3ccccc3)cc2C1=O
→ -0.4	0.1
- CO[C@@H]1CN(C)C(=O)c2ccc(NC(C)=O)cc2OC[C@H](C)N(C(=O)CN2CCOCC2)C[C@H]1C
→ -0.6	1.0
- COc1ccc(NC(=O)Nc2ccc3c(c2)C(=O)N([C@@H](C)CO)C[C@H](C)[C@@H](CN(C)C(=O)C2CCCCC2)OCCCC[C@H](C)O3)cc1
→ -3.0	-0.3
- C[C@@H]1CN([C@@H](C)CO)C(=O)c2cc(C#CC3CCCCC3)cnc2O[C@@H]1CN(C)S(=O)(=O)c1ccccc1
→ 0.8	-0.6
- C[C@H]1CCCCO[C@H](CN(C)CC2CC2)[C@@H](C)CN([C@@H](C)CO)C(=O)c2cc(NC(=O)Nc3ccccc3)ccc2O1
→ 0.0	-0.9
- C[C@@H]1CN([C@@H](C)CO)C(=O)c2c(c3ccccc3n2C)-c2ccccc2CO[C@@H]1CN(C)C(=O)NC1CCCCC1
→ -0.4	-1.2
- C[C@@H](NC(=O)C[C@H]1CC[C@H]2[C@@H](COC[C@@H](O)CN2Cc2cc(F)ccc2F)O1)c1ccccc1
→ -0.1	2.0
- COc1ccc(C(=O)Nc2ccc3c(c2)OC[C@H](C)N(C(C)=O)C[C@@H](C)[C@@H](OC)CN(C)C3=O)cc1
→ -1.0	1.9
- C[C@@H]1CN([C@H](C)CO)C(=O)c2cc(NS(C)(=O)=O)ccc2O[C@@H](C)CCCCO[C@H]1CN(C)Cc1ccncc1
→ 0.0	-2.4

Sorted by count of non-hydrogen atoms (rising): some entries from above
Order of values – TcdB inh	BioA inh
- C[C@@H]1CN([C@@H](C)CO)C(=O)c2cc(C#CC3CCCCC3)cnc2O[C@@H]1CN(C)S(=O)(=O)c1ccccc1
→ 0.8	-0.6
- C[C@@H]1CN([C@H](C)CO)C(=O)c2cc(NS(C)(=O)=O)ccc2O[C@@H](C)CCCCO[C@H]1CN(C)Cc1ccncc1
→ 0.0	-2.4
- C[C@H]1CCCCO[C@H](CN(C)CC2CC2)[C@@H](C)CN([C@@H](C)CO)C(=O)c2cc(NC(=O)Nc3ccccc3)ccc2O1
→ 0.0	-0.9

Screening data (PubChem)

Not all compounds are listed; the hit share may differ from the screen's.
